bIAP inh: intestinal alkaline phosphatase (bovine) inhibition; purified bovine IAP, CDP-star luminescence, 30 min; inhibition, % at 20 µM; 190,000 tested, under 10 active; AID 1019;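 active = over 50% inhibition of intestinal alkaline phosphatase at 20 µM in the single-dose screen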
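System: purified bovine intestinal alkaline phosphatase (IAP) enzyme; Input: IAP diluted 1/65,000,000 in the well; Measured by: CDP-star luminescence signal; Compound dosing: 20 µM single dose; Incubation: 30 min reaction at room temperature.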
Lmaj promast: Leishmania major promastigote growth inhibition | Leishmania major promastigotes, resazurin fluorescence viability | inhibition, % at 10 µM | hit rate 9% among 200,000 | AID 1063; in the data active = inhibition above about 50%;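 also: promastigotes grown with compound for 44 hours at 28 °C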
FLuc inhib CS: Photinus pyralis luciferase inhibition counter-screen | inhibition, % at 10 µM | AID 1006 | hit rate 1.5% among 200,000 | ATPLite firefly luciferase biochemical luminescence, 10 min | P08659;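 active = inhibition above about 50% when tested at 10 µM, limit read from the data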
Target sequence (P08659 whole entry, looked up): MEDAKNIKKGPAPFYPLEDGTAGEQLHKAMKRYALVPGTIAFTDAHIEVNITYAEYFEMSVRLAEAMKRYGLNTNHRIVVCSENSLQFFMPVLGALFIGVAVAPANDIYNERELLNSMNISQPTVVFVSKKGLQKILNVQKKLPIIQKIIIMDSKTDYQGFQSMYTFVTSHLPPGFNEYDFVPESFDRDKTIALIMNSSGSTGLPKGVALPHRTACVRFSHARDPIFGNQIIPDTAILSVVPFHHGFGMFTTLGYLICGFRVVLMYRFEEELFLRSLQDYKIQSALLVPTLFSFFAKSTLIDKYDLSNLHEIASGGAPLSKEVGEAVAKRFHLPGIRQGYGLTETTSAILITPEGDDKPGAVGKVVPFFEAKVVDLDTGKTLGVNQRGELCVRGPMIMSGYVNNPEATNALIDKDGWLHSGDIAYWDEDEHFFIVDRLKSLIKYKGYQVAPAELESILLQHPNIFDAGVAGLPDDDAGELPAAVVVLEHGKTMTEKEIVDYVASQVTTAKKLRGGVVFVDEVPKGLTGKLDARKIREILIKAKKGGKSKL
TNAP act hi DEA: activators of human TNAP at high phosphate acceptor concentration; activation factor at 20 µM; 200,000 tested, under 10 active; purified TNAP, CDP-star luminescence, 1 M DEA, 30 min; hits give high values; 0 = EDTA background, 1 = DMSO-only activity; P05186;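 active = activation factor at least 2 at 20 µM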
Target sequence (P05186 whole entry, looked up): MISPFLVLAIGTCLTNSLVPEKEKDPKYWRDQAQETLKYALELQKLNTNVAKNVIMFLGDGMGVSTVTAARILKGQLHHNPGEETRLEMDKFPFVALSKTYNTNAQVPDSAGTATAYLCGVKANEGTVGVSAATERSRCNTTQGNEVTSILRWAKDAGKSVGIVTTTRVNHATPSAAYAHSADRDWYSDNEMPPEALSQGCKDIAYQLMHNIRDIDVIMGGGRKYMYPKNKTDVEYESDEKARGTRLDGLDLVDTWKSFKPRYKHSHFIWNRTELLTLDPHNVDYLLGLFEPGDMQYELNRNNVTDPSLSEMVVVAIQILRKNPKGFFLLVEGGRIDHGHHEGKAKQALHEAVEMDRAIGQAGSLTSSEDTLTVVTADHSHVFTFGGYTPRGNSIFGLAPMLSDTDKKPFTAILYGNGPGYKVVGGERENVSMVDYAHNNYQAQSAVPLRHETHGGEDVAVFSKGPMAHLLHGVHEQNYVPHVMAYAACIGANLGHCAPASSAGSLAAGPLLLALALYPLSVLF
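system = human TNAP | amount = enzyme diluted 1/800 final | reagent = 100 µM CDP-star substrate | signal = luminescent substrate turnover signal | dosing = one dose, 20 µM | benchmarks = EDTA negative control, DMSO positive control | measure = activation factor | timing = 30 min reaction, room temperature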
TNAP inh hi DEA: blocks human TNAP under high phosphate acceptor concentration. hit rate 0.03% among 200,000. purified TNAP, CDP-star luminescence, 1 M DEA. P05186. inhibition, % at 20 µM;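 active = over 50% inhibition of tissue-nonspecific alkaline phosphatase at 20 µM in the single-dose screen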;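 also: plate controls were DMSO wells for no effect and EDTA-quenched wells as full inhibition for full effect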
FLuc act counter: affects firefly luciferase, flagging false hits in luciferase stimulation screens; ATPlite luciferase biochemical, luminescence, 10 min; 0 = ATP-free wells, 1 = DMSO control; P08659; activation factor at 10 µM; 200,000 tested, under 10 active; AID 1027;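 active = luciferase activation factor, scaled between plate controls, of at least 2 with compound at 10 µM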
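Assay system: Luciferase/luciferin reagent mix; Medium: PBS as buffer for the ATP substrate; Dosing: test compounds dosed from 2 mM stocks in 100% DMSO; Times: 10 min, room temperature; Signal: luminescence from luciferase reaction; Read-out: luciferase activation; Controls: No-ATP low control, compound-free enzyme-plus-ATP high control.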
APP transl inh: APP translation inhibition; SH-SY5Y APP 5'UTR-luciferase reporter, luminescence; inhibition, % at 2 µM; hit rate 0.82% among 190,000; AID 1285;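 active = inhibition above a set limit, derived from the sample mean plus 3 SD, cut at about 45% in these data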; also: values of inactives mirror those of a sister screen read the other way
RAM inhibit: inhibitors of the yeast RAM network. S. cerevisiae dse1pr::URA3 reporter, 5-FOA growth OD615, 2 d; analog-sensitive cbk1-as2 kinase mutant strain. inhibition, % at 50 µM. AID 868. hit rate 1.8% among 190,000;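 active = inhibition above a set limit, 3 SD over mean compound inhibition, cut at about 8.4% in these data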;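 also: 0% = DMSO-only wells with no growth and 100% = 10 µM 1-NA-PP1 full growth; inhibition rescues growth on 5-FOA so higher OD means more RAM inhibition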
TNAP inh noacc: inhibitors of human TNAP without phosphate acceptor; P05186; inhibition, % at 20 µM; purified TNAP, CDP-star luminescence, 30 min; hit rate 0.26% among 200,000; AID 1012;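 active = tissue-nonspecific alkaline phosphatase inhibition above about 50% at 20 µM in the single-dose screen, limit read from the data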;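 also: 0% = DMSO negative control and 100% = EDTA positive control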
bIAP act: intestinal alkaline phosphatase (bovine) activation. purified bovine IAP, CDP-star luminescence, 30 min; hits give high values; fold of DMSO-control signal, blank-subtracted. activation factor at 20 µM. hit rate 0.17% among 200,000. AID 1016;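 active = activation factor of 2 or more at 20 µM, a signal rise over negative controls twice the positive control's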
Active calls of the source: *; nt = not tested or not shown.

Start of the data: the first 2 records, to show the layout:
SMILES | bIAP inh | Lmaj promast | FLuc inhib CS | TNAP act hi DEA | TNAP inh hi DEA | FLuc act counter | APP transl inh | RAM inhibit | TNAP inh noacc | bIAP act
NC(=O)C1CCCN(C(=O)NC2CCCCC2)C1 (stereo not given) | 9 | -7 | -5 | 1 | -1 | 1 | 31 | 0.0 | -10 | 0.9
Cc1ccccc1Cn1cc(NC(=O)c2nn(C)cc2Cl)cn1 | 3 | -2 | 11 | 1 | 0 | 0.9 | 0 | 1.9 | -5 | 1

Results (from the top)
SMILES | bIAP inh | Lmaj promast | FLuc inhib CS | TNAP act hi DEA | TNAP inh hi DEA | FLuc act counter | APP transl inh | RAM inhibit | TNAP inh noacc | bIAP act
NC(=O)C1CCCN(C(=O)NC2CCCCC2)C1 (stereo not given) | 9 | -7 | -5 | 1 | -1 | 1 | 31 | 0.0 | -10 | 0.9
Cc1ccccc1Cn1cc(NC(=O)c2nn(C)cc2Cl)cn1 | 3 | -2 | 11 | 1 | 0 | 0.9 | 0 | 1.9 | -5 | 1
Cc1ccc(CN2CCN(Cc3ccncc3)CC2CCO)o1 (stereo not given) | 13 | -2 | -7 | 1.1 | -6 | 1.1 | 2 | 1.5 | -10 | 0.9
O=c1oc2ccccc2c(N2CCCCC2)c1[N+](=O)[O-] | -11 | 45 | -4 | 1 | 1 | 1 | 5 | 2.6 | 3 | 1.1
COc1ccc(-n2c(C)nc(=O)c(-c3ccccc3)c2C)cc1 | 2 | -8 | -3 | 1 | -4 | 1 | -14 | 2.0 | -8 | 1
N#Cc1c(NC(=O)c2ccc(Cn3cc(Br)cn3)o2)sc2c1CCCCC2 | 13 | -5 | -2 | 1 | -5 | 1 | 1 | 5.9 | -14 | 0.9
Cc1ccc(C(=O)N/C(=C\c2ccco2)C(=O)NCc2cccnc2)cc1 | -6 | 5 | 3 | 1 | 2 | 1 | 18 | 0.1 | -14 | 1.1
FC(F)Oc1ccccc1/C=N/n1cnc2ccccc21 | 5 | -7 | 0 | 1.1 | -6 | 1 | -38 | 1.1 | -5 | 0.9
CSCCC(=O)Nc1ccc(C(C)=O)cc1 | 17 | -8 | -8 | 1.1 | -6 | 1.1 | -30 | 1.8 | -5 | 0.8
O=C(NCc1ccco1)c1nc(-c2ccc(F)cc2)no1 | 1 | -4 | 4 | 1 | -4 | 1 | -1 | 1.5 | -12 | 1
COC(=O)/C(=C\Nc1ccccc1N)c1ncc(C(F)(F)F)cc1Cl | 16 | 7 | -2 | 1 | -4 | 1 | -40 | 2.8 | -5 | 0.8
CC(=O)c1ccc(NC(=O)CSc2nc(C)cc(C)c2C(N)=O)cc1 | 4 | -2 | -7 | 1 | -4 | 1.1 | -12 | 2.5 | -4 | 1
CC1(C)Cc2nc3sc4c(=O)n(CC(=O)NCc5ccccc5)cnc4c3cc2CO1 | -2 | 4 | 13 | 0.9 | 6 | 0.9 | -4 | 5.7 | -3 | 1
O=c1/c(=C/c2ccc(O)cc2)sc2nc3cc(Br)cnc3n12 | -13 | -4 | -1 | 1 | 4 | 1 | 21 | 0.7 | 15 | 1.1
O=C(Cn1nc(C(F)(F)F)c2c1CCC2)NC1CCCCC1 | -5 | -2 | -1 | 1 | -3 | 1 | -8 | 1.6 | -10 | 1
CN1CCN(C(=O)c2ccc(COc3ccc(Cl)cc3Cl)cc2)CC1 | 9 | 8 | 9 | 1 | -1 | 0.9 | -8 | -0.6 | -6 | 0.9
COc1cc(OC)c(NC(C)C(=O)NCc2ccccc2)cc1Cl (stereo not given) | 0 | 5 | -3 | 1 | 2 | 1 | -2 | -1.0 | -8 | 1
O=C(O)c1ccccc1-c1nc2cc(Cl)ccc2c(=O)n1O | 2 | -16 | -3 | 1 | -3 | 1 | -8 | -1.1 | -13 | 1
COc1ccc(C)cc1NS(=O)(=O)c1ccc(Br)s1 | 10 | 9 | -5 | 1 | -5 | 1 | -7 | 0.4 | -11 | 0.9
O=C(COC(=O)c1cncc(Br)c1)NC1CCCC1 | 0 | -4 | -4 | 1 | -2 | 1 | -1 | 1.0 | -7 | 1

Whole records from above.
O=C(Cn1nc(C(F)(F)F)c2c1CCC2)NC1CCCCC1 is entered as bIAP inh = -5; Lmaj promast = -2; FLuc inhib CS = -1; TNAP act hi DEA = 1; TNAP inh hi DEA = -3; FLuc act counter = 1; APP transl inh = -8; RAM inhibit = 1.6; TNAP inh noacc = -10; bIAP act = 1
CSCCC(=O)Nc1ccc(C(C)=O)cc1 is entered as bIAP inh = 17; Lmaj promast = -8; FLuc inhib CS = -8; TNAP act hi DEA = 1.1; TNAP inh hi DEA = -6; FLuc act counter = 1.1; APP transl inh = -30; RAM inhibit = 1.8; TNAP inh noacc = -5; bIAP act = 0.8
FC(F)Oc1ccccc1/C=N/n1cnc2ccccc21 is entered as bIAP inh = 5; Lmaj promast = -7; FLuc inhib CS = 0; TNAP act hi DEA = 1.1; TNAP inh hi DEA = -6; FLuc act counter = 1; APP transl inh = -38; RAM inhibit = 1.1; TNAP inh noacc = -5; bIAP act = 0.9

The list continues.
SMILES | bIAP inh | Lmaj promast | FLuc inhib CS | TNAP act hi DEA | TNAP inh hi DEA | FLuc act counter | APP transl inh | RAM inhibit | TNAP inh noacc | bIAP act
CCN(CC(=O)NCCc1ccc(S(N)(=O)=O)cc1)Cc1nc2ccccc2c(=O)[nH]1 | -65 | -4 | -9 | 1.1 | -6 | 1.1 | 2 | -0.9 | 9 | 1.7
C/C(=C\C(=O)c1ccc(Cl)cc1Cl)N(C)C | 6 | -11 | -3 | 1.1 | -5 | 1 | -9 | 0.0 | -10 | 0.9
Cc1cnc(NC(=O)c2ccncc2)s1 | -3 | 0 | 13 | 1 | -4 | 0.9 | -8 | 0.5 | -9 | 1
COc1ccc(COc2cc(-c3cccc(OC)c3)nc3ccc(NC(=O)c4ccc(OC)cc4)cc23)cc1 | 14 | 97* | -10 | 1.1 | -6 | 1.1 | 56* | 5.8 | -10 | 0.9
Nc1nnc(SCc2ccc(F)cc2Cl)s1 | 29 | -1 | 5 | 0.9 | 5 | 0.9 | -9 | -0.4 | 1 | 0.7
Cc1cc2cc(CNC(=O)c3ccc(S(=O)(=O)N4CCCCC4)cc3)ccc2[nH]1 | 13 | -3 | -8 | 1 | -1 | 1.1 | 6 | 4.8 | 3 | 0.9
COc1cccc(NC(=O)Nc2cccnc2)c1 | -2 | 1 | 26 | 1 | -1 | 0.7 | 22 | 1.8 | -4 | 1
COc1ccc(N2CCN(CC(O)COCCOc3ccc(Br)cc3)CC2)cc1 (stereo not given) | 6 | -11 | -4 | 1 | -1 | 1 | -7 | 1.7 | 1 | 0.9
COc1ccccc1C(=O)Nc1ccccc1N1CCOCC1 | -5 | -2 | -5 | 1 | -2 | 1.1 | -2 | 3.0 | 2 | 1.1
COC(=O)c1ccc(NC(=O)CSCc2ccccc2C)cc1 | 24 | 0 | -1 | 1 | -2 | 1 | -26 | 0.8 | -14 | 0.8
COc1ccc(N2CCN(C(=O)CCn3nnc4ccccc43)CC2)cc1 | -1 | 89* | -5 | 1 | -3 | 1 | -1 | 1.3 | -9 | 1
CCOc1ccc(S(=O)(=O)NCC2CCCO2)c2cccnc12 (stereo not given) | 4 | 0 | -4 | 1 | 4 | 1 | -10 | 0.0 | -5 | 1
CCCOc1ccc(-c2cnc(N)s2)cc1 | 11 | 3 | 35 | 1 | 4 | 0.7 | -88 | 2.2 | -10 | 0.9
Cc1ccc(C(=O)O)cc1-c1ccc(C=C2C(=O)c3ccccc3C2=O)o1 | 12 | 11 | 16 | 1.1 | -5 | 0.8 | 20 | 2.1 | 30 | 0.9
O=C(O)C1CCCCC1C(=O)Nc1ccc2c(c1)CCC2 (stereo not given) | 9 | -2 | -6 | 1.1 | -5 | 1.1 | -14 | 2.6 | -12 | 0.9
O=C(NC1(C(F)(F)F)NC(=O)N(Cc2ccco2)C1=O)c1cccs1 (stereo not given) | 2 | 19 | -8 | 1.1 | -6 | 1.1 | 16 | 1.4 | -11 | 1
N#CCCn1cc(C(=O)O)c(-c2cccs2)n1 | -13 | -2 | -6 | 1 | -4 | 1.1 | -5 | 1.7 | -13 | 1.1
CC(C)CCNC(=O)CCn1nc(-c2ccccc2)ccc1=O | 0 | 1 | -7 | 1 | -2 | 1.1 | -11 | -0.4 | 0 | 1
COc1ccc(NCC(O)Cn2c(C)c(C)c3ccccc32)cc1 (stereo not given) | 8 | 23 | -10 | 1.1 | -8 | 1.1 | -17 | 0.7 | -8 | 0.9
O=C(Nn1c(-c2ccncc2)nc2ccccc2c1=O)c1ccc(Br)cc1 | 10 | 23 | -7 | 1 | -1 | 1.1 | 11 | -1.2 | -9 | 0.9
COc1cccc(-c2nc(CS(=O)CC(=O)NCc3ccccc3)c(C)o2)c1 (stereo not given) | 1 | -5 | -2 | 1 | -3 | 1 | nt | 3.1 | 1 | 1
Cc1cc(C)c(NC(=O)COC(=O)C2CCC(=O)N2)c(C)c1 (stereo not given) | -3 | -7 | -8 | 1.1 | -5 | 1.1 | 0 | 1.4 | -8 | 1
COc1ccc(C(=O)CC(=O)O)c2c1C=CC(C)(C)O2 | 5 | -4 | -6 | 1 | -4 | 1.1 | 9 | -0.3 | -7 | 0.9
COc1ccc(/C=C2/SC(=O)N(CCCCCC(=O)Nc3ccccc3C(=O)O)C2=S)cc1 | 4 | -9 | 4 | 1 | 3 | 1 | 1 | 9.2* | -7 | 1
O=C(O)C1CC=CCC1C(=O)Nc1ccccc1C(=O)N1CCN(c2ccc(Cl)cc2)CC1 (stereo not given) | 0 | -3 | -10 | 1 | -3 | 1.1 | 10 | -0.1 | -2 | 1
CC(=O)C1=C(O)CC(c2ccccc2)CC1=NCCc1c(C)[nH]c2ccccc12 (stereo not given) | 1 | -1 | -1 | 1 | 1 | 1 | 13 | 8.4 | -1 | 1
Cc1ccnc(NS(=O)(=O)c2ccc(NS(=O)(=O)c3ccccc3)cc2)n1 | 6 | -3 | -5 | 1 | -4 | 1 | 9 | 0.1 | -9 | 0.9
Cc1ccc(NC(=O)c2ccc(CSc3nnnn3C)cc2)cc1 | 8 | -6 | 57* | 1 | -1 | 0.4 | -87 | 0.7 | -8 | 0.9
COc1ccc(N2CCN(C(=O)CCCC3=NS(=O)(=O)c4ccccc4N3)CC2)cc1 | 3 | -1 | -5 | 1 | 3 | 1 | 4 | 2.9 | -7 | 1
Cc1ccc(N(C)S(=O)(=O)c2cccc(C(=O)NC3=NCCS3)c2)cc1 | 27 | 46 | -3 | 1 | 0 | 1 | -4 | 2.8 | -2 | 0.7
